Screening data (PubChem BioAssay)
KCNK3 block – human KCNK3 channel inhibition, primary screen. B-score at 10 µM. AID 602410. CHO-KCNK3 thallium flux, FluxOR fluorescence; active compounds read low. 0.84% of 340,000 active;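 active means B-score under library mean minus 4 SD, starting fluorescence ratio at most library mean plus 5 SD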;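 further: more negative B-score means stronger inhibition of thallium flux through KCNK3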
Target sequence (O14649 whole entry, looked up): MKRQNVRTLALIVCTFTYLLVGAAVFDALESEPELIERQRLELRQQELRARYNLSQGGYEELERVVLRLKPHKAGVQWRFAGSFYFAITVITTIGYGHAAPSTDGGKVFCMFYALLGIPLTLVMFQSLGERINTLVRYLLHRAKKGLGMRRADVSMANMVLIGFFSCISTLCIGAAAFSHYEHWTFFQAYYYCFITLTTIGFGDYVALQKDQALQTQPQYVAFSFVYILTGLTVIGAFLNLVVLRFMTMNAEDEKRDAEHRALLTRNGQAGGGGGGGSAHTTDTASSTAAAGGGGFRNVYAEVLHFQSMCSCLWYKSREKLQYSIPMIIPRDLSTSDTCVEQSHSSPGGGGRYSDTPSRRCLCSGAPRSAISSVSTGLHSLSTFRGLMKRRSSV
hERG rescue – shields human hERG channel from block by proarrhythmic agents | AID 1511 | 0.51% of 310,000 active | activation (rescue from dofetilide block), less the hit threshold, % at 10 µM | Q12809 | CHO-hERG, FluxOR thallium flux, dofetilide IC70 present;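 active means activation above the mean of controls blocked by dofetilide plus 5 SD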;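 further: thallium influx through hERG after potassium depolarization seen as dye fluorescence rise; in these data hits start at about 4.7%; inactives centre near -7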
Platelet DG rel – modulates dense granule release in human platelets; human platelet-rich plasma, SFLLRN dense granule ATP release, luminescence; 0.22% of 300,000 active; AID 1663; inhibition, %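 (compounds screened at 7.5 µM in platelet-rich plasma)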;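 active means mean replicate score, as percent of positive control, at or above 50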
PolyA inh – yeast polyadenylation inhibition; S. cerevisiae SKY197-pL101 polyadenylation reporter, beta-gal luminescence; efflux-impaired pdr1/pdr3 knockout yeast; score 100 = 6 SD above DMSO; calls only at 12 µM; 0.02% of 300,000 active;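 active means lowest replicate activity score at least 50, where 100 means six control SD above control mean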;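 further: yeast exposed to compound for 9 h at 30 °C; higher score means more reporter readthrough which indicates perturbed polyadenylation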
KCNQ1 inh – blocks the human KCNQ1 potassium channel; P51787; CHO-K1 KCNQ1, FluxOR thallium flux fluorescence; active compounds read high; B-score at 10 µM; 1.3% of 310,000 active; AID 2642;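 active means compounds whose thallium flux B-score, printed positive for inhibition, exceeds three library SD while starting fluorescence stays within three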;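 further: channel opened by potassium depolarization with thallium stimulus after 20 min compound exposure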
Target sequence (P51787 whole entry, looked up): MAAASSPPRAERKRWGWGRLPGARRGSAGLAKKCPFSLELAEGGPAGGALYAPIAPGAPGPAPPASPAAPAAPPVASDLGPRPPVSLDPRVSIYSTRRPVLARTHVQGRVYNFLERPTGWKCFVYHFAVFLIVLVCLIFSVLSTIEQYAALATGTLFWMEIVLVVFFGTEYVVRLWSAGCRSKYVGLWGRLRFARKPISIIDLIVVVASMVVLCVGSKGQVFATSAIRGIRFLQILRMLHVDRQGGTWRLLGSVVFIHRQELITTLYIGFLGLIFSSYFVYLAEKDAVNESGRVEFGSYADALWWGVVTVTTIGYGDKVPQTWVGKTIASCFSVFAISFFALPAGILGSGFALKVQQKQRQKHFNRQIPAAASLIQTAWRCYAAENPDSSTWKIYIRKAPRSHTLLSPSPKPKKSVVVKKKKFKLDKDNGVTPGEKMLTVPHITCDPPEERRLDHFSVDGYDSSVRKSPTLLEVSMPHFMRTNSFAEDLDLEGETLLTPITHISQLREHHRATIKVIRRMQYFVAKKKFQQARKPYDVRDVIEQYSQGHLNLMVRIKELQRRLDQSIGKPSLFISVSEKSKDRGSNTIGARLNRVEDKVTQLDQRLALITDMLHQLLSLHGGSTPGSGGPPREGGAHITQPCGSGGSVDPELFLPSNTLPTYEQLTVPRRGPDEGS
KCNQ1 pot – potentiators or activators of human KCNQ1 potassium channel; P51787; B-score at 10 µM; AID 2648; CHO-K1 KCNQ1, thallium flux FluxOR fluorescence; active compounds read high; 0.35% of 310,000 active;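 active means fluorescence ratio B-score, a plate-corrected score, at least three library SD, with initial intensity B-score within 5 SD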
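Doses: Single concentration per compound, DMSO matched to controls | Test system: KCNQ1-transfected CHO-K1 cells | Timing: 90 min dye loading and 20 min compound exposure, both at room temperature | Measured by: Kinetic FluxOR thallium fluorescence, 10-s 1-Hz baseline, 110-s post-stimulus read | Medium: Assay buffer with matched DMSO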
DYRK1A inh – inhibitors of rat Dyrk1A kinase; inhibition, % at 12.5 µM; Q63470; ADP-Glo luminescence, NFATc1 peptide; 0.43% of 310,000 active; in the data active means inhibition above about 50%;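 further: plate controls were vehicle with enzyme for no effect and no enzyme for full effect; many of its hits are not listed in these tables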
TRPC4 block – blocks the mouse TRPC4 cation channel; Q9QUQ5; HEK293 TRPC4beta/mu-opioid, DAMGO-evoked Fluo4 calcium flux; active compounds read low; B-score at 10 µM; 0.39% of 300,000 active;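 active means B-score over 3 SD under the library average, no early fluorescence shift, positive overall ratio signal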
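Assay system – HEK293 line stably carrying TRPC4beta and mu-opioid receptor · Doses – single dose · Detection – Fluo4 calcium-dye fluorescence, kinetic read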
TRPC4 potent – allosteric potentiators of mouse TRPC4 channel | B-score at 10 µM | Q9QUQ5 | AID 2227 | HEK293 TRPC4beta/mu-opioid, DAMGO EC20, Fluo-4 Ca2+ flux; active compounds read high | 0.42% of 310,000 active;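 active means B-score of calcium response area above 5 SD of library B-scores, with initial fluorescence ratio within 5 SD of library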;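 further: B-score of integrated fluorescence ratio over time as area under calcium response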
TRPC4 act – opens the mouse TRPC4 cation channel | Q9QUQ5 | HEK293 TRPC4beta/mu-opioid, Fluo4 calcium fluorescence; active compounds read high | B-score at 10 µM | 0.49% of 310,000 active;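 active means B-score above 5 SD of library B-scores, and initial fluorescence ratio not above library mean plus 5 SD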;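 further: positive B-score marks a calcium rise read as TRPC4 activation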
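Assay system: HEK293 stable line with TRPC4beta plus mu-opioid receptor; schedule: 45 min room-temperature Fluo4 loading, 110 s read; technique: kinetic Fluo4 calcium fluorescence; evaluation: integrated baseline-normalised fluorescence ratio, converted to per-well B score; controls: buffer (low) and maximal DAMGO (high)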
KCNK9 inh – blocks the human KCNK9 two-pore domain potassium channel. B-score at 10 µM. AID 488922. Q9NPC2. HEK293 KCNK9, FluxOR thallium flux fluorescence; active compounds read low. 1.2% of 310,000 active;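 active means ratio B-score over 3 SD below the library mean, with starting fluorescence within 5 SD of its mean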;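 further: negative B-score means less thallium flux so channel inhibition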
An asterisk follows results filed as active; i = inactive; x = no result given. These rows are one share of the data, so the mix of outcomes need not match the whole.

SMILES	KCNK3 block	hERG rescue	Platelet DG rel	PolyA inh	KCNQ1 inh	KCNQ1 pot	DYRK1A inh	TRPC4 block	TRPC4 potent	TRPC4 act	KCNK9 inh
Cc1cccnc1NC(=O)COc1ccc2c(c1)CCC2	i	-9	0	i	i	i	0	i	i	i	i
O=C(CNS(=O)(=O)c1ccc(Cl)cc1)N/N=C/c1ccco1	i	-5	2	i	i	i	1	i	i	i	i
O=C(O)CSC1CC(=O)N(c2ccc(Cl)c(Cl)c2)C1=O (stereo unspecified)	i	-5	-1	i	i	i	2	i	i	i	i
N#Cc1ccccc1COC(=O)c1cc(=O)c2ccccc2o1	i	-4	-5	i	i	i	-2	i	i	i	i
NC(=O)CC(NC(=O)Cc1cccc2ccccc12)c1ccc(NCCOc2ccccc2)c([N+](=O)[O-])c1 (stereo unspecified)	i	-3	8	i	i	i	5	i	i	i	i
CCCCN(C(=O)c1ccc([N+](=O)[O-])o1)c1c(N)n(CC(C)C)c(=O)[nH]c1=O	i	-8	-6	i	i	i	-5	i	i	i	i
COc1cccc(C(C)NC(=O)C2CCCO2)c1 (stereo unspecified)	i	-5	-4	i	i	i	10	i	i	i	i
CCc1ccc(-c2cnc3ccccc3n2)cc1NC(=O)CNC(=O)c1ccccc1	i	-1	0	i	i	i	4	i	i	i	i
Cc1ccc(C(C(=O)NCC2CCCO2)N(Cc2ccccc2)C(=O)c2ccc(-c3ccccc3)[nH]2)o1 (stereo unspecified)	i	-36	-3	i	i	i	-9	i	i	i	i
O=C(COc1cccc(Br)c1)N/N=C/C(=O)c1ccccc1	i	-16	9	i	i	i	3	i	i	i	i
COc1cc(NC(=O)CCn2c(=O)oc3ccccc32)cc(OC)c1OC	i	-9	-12	i	i	i	1	i	i	i	i
Cc1ccc(S(=O)(=O)Nc2cccc(C(=O)NCC(C)(C)N3CCOCC3)c2)cc1F	i	-10	-1	i	i	i	-3	i	i	i	i
O=C(CNC(=O)Cc1ccccc1)NCC(=O)N1CCN(C(c2ccccc2)c2ccccc2)CC1	i	-5	-1	i	i	i	-6	i	i	i	i
O=C1CC(c2ccccc2)Cc2nc3ncnn3cc21 (stereo unspecified)	i	1	-2	i	i	i	-4	i	i	i	i
COc1ccc2nc(SCC(=O)Nc3ccccc3C#N)[nH]c2c1	i	-5	1	i	i	i	32	i	i	i	i
CCn1c(SCC(=O)N2CCCC2)nc2ccccc21	i	-8	-13	i	i	i	x	i	i	i	i
COc1ccc(S(=O)(=O)N2CCSC2c2ccc(N)cc2)cc1 (stereo unspecified)	i	-4	4	i	i	i	-4	i	i	i	i
CCNS(=O)(=O)c1ccc(NC(=O)Nc2cc(C)ccc2OC)cc1	i	-7	-9	i	i	i	5	i	i	i	i
CN(C)S(=O)(=O)c1ccc(N2CCN(S(=O)(=O)c3ccc(F)cc3)CC2)c(Cl)c1	i	-9	9	i	i	i	-6	i	i	i	i
CCC1CCCCN1C(=O)c1sc2ncnc(N(CC)CC)c2c1C (stereo unspecified)	i	-6	-1	i	i	i	-38	i	i	i	i
CS(=O)(=O)N(CCC#N)Cc1ccco1	i	0	-5	i	i	i	1	i	i	i	i
Cc1cc(S(=O)(=O)NC2CCCCC2)ccc1OCC(=O)NCc1ccccn1	i	0	2	i	i	i	15	i	i	i	i
O=[N+]([O-])/C=C\c1ccc(N2CCCC2)c(F)c1	-9.6*	-13	6	i	i	i	-2	i	i	i	i
C/C(=C\C(=O)c1ccccc1)Nc1ccc(Br)c(Cl)c1	i	-15	4	i	i	i	-3	i	i	i	i
Cc1cc2c(n1-c1ccc(C(=O)O)cc1)CCCCC2	x	-4	10	i	i	i	x	i	i	i	i
CCn1c(C(C)NC(=O)c2ccccc2C)n[nH]c1=S (stereo unspecified)	i	-7	0	i	i	i	3	i	i	i	i
O=c1c([N+](=O)[O-])cccn1Cc1cccc(Cl)c1	i	-8	2	i	i	i	-8	i	i	i	i
Oc1ccccc1/C=N/NC(=S)NCCc1ccccc1	i	-8	2	i	i	i	1	i	i	i	i
CCOc1ccc(Nc2nc(N)nc(CN3CCN(c4ccccc4F)CC3)n2)cc1	i	-10	0	i	i	i	0	i	i	i	i
O=S(=O)(NCCc1csc(-c2cccnc2)n1)c1ccc(Cl)s1	i	-8	5	i	i	i	8	i	i	i	i
CCCCN(CC)CCCNC(=O)c1cc2c(-c3ccc(OC)c(OC)c3)nn(C)c2s1	i	1	7	i	i	i	5	i	i	82*	i
CCOC(=O)C1=C(C)Nc2nnnn2C1c1ccc(OC)c(Br)c1 (stereo unspecified)	i	-9	-9	i	i	i	-8	i	i	i	i
CC(C)CCOc1ccc(C2(C)NC(=O)N(CN3CCOCC3)C2=O)cc1 (stereo unspecified)	i	-4	-4	i	i	i	4	i	i	i	i
O=C1CC(N2CCC(c3nc4ccccc4s3)CC2)C(=O)N1Cc1ccccc1 (stereo unspecified)	i	-10	1	i	i	i	6	i	i	i	i
COc1ccc(-c2nc(=S)[nH][nH]2)cc1OC	i	-6	-6	i	i	i	-3	i	i	i	i
COC(=O)c1cc(=O)n(Cc2ccc(OC)c(OC)c2)c(=Nc2ccc(F)cc2)s1	i	-9	0	i	6*	i	-5	i	i	i	i
CC1CCCN(S(=O)(=O)c2ccc(NC(=O)C3CC(=O)N(c4ccccc4)C3)cc2)C1 (stereo unspecified)	i	-6	3	i	i	i	0	i	i	i	i
O=C(NC1CC1)C1CCN(C2CCN(C(=O)Cc3ccc(F)cc3)CC2)CC1	i	-11	-16	i	i	i	-1	i	i	i	i
CCOC(=O)C1(Cc2ccc(OC)cc2)CCN(C(=O)C2CC(=O)N(C3CC3)C2)CC1 (stereo unspecified)	i	-10	-21	i	i	i	-6	i	i	i	i
CS(=O)(=O)c1ccc2nc(NC(=O)CN3CCOCC3)sc2c1	i	-10	-9	i	i	i	24	i	i	i	i
Cc1c(NC(=O)CN(c2ccccc2)S(=O)(=O)c2ccc(F)cc2)c(=O)n(-c2ccccc2)n1C	i	-6	16	i	i	i	5	i	i	i	i
CCOc1ncccc1C(=O)N1CCN(C(=O)c2ccccc2)CC1	i	-12	-2	i	i	i	x	i	i	i	i
CSc1ccc(C(=O)C2CCCN(C(=O)c3csc(C(C)=O)c3)C2)cc1 (stereo unspecified)	i	-9	2	i	i	i	7	i	i	i	i
Cc1ccc(SCCNC(=S)Nc2cc(C)ccc2C)cc1	i	-11	4	i	i	i	-5	i	i	i	i
CN1CCN(c2cc(=O)n(Cc3ccc(F)cc3)c(=O)[nH]2)CC1	i	-6	-3	i	i	i	4	i	i	i	i
COc1cccc(N(CC(=O)NCCN2CCOCC2)S(=O)(=O)c2ccccc2)c1	i	-8	-1	i	i	i	4	i	i	i	i
O=C(NCc1nc(-c2ccccc2)no1)c1ccc(Br)o1	i	-6	10	i	i	i	10	i	i	i	i
COc1ccc(/C=N/NC(=O)c2nnn(-c3nonc3N)c2-c2cccs2)c(OC)c1	i	-2	9	i	i	i	-2	i	i	i	i

The last 4 compounds of the section before lead into the next.
SMILES	KCNK3 block	hERG rescue	Platelet DG rel	PolyA inh	KCNQ1 inh	KCNQ1 pot	DYRK1A inh	TRPC4 block	TRPC4 potent	TRPC4 act	KCNK9 inh
CN1CCN(c2cc(=O)n(Cc3ccc(F)cc3)c(=O)[nH]2)CC1	i	-6	-3	i	i	i	4	i	i	i	i
COc1cccc(N(CC(=O)NCCN2CCOCC2)S(=O)(=O)c2ccccc2)c1	i	-8	-1	i	i	i	4	i	i	i	i
O=C(NCc1nc(-c2ccccc2)no1)c1ccc(Br)o1	i	-6	10	i	i	i	10	i	i	i	i
COc1ccc(/C=N/NC(=O)c2nnn(-c3nonc3N)c2-c2cccs2)c(OC)c1	i	-2	9	i	i	i	-2	i	i	i	i
COc1ccccc1C(=O)NC1CCSc2ccccc21 (stereo unspecified)	i	-8	13	i	i	i	x	i	i	i	i
Cc1ccc(-c2nnc(OCCN3CCOCC3)c3ccccc23)cc1	i	-6	-2	i	i	i	-4	i	i	i	i
CSc1ccc(CN2CCC(Cc3ccccc3)CC2)cc1	i	-8	3	i	i	i	-2	i	i	i	i
Cn1c(=O)c2c(SCC(=O)Nc3ccccc3F)nc(C3CC3)nc2n(C)c1=O	i	-10	10	i	i	i	-2	i	i	i	i
COc1ccc(C2CC(c3cccs3)=NN2C(=O)CSc2nc3ccccc3s2)cc1 (stereo unspecified)	i	-8	12	i	i	i	4	i	i	i	i
Clc1ccc(NCc2nnc3n2CCCCC3)cc1	i	-7	3	i	i	i	11	i	i	i	i
COc1ccc(C(=O)COC(=O)c2ccccc2C(=O)N(C)c2ccccc2)c(OC)c1	i	-9	-1	i	i	i	14	i	i	i	i
COc1ccc2oc(=O)c(C(=O)n3ccc(C)n3)cc2c1	i	-5	5	i	i	i	22	i	i	i	i
COc1ccc(S(=O)(=O)CCC(=O)Nc2cc(C)ccc2OC)cc1	i	-1	9	i	i	i	-2	i	i	i	i
CCN1/C(=C(\O)c2ccccc2)C(=O)c2ccccc2S1(=O)=O	i	-4	x	i	i	i	-1	i	i	i	i
CCc1ccc(OCC(=O)Nc2ccc(S(=O)(=O)Nc3ccccn3)cc2)cc1	i	-9	-9	i	i	i	-5	i	i	i	i
CC1CC(C)CN(C(=O)c2cc3c(=O)n4ccccc4nc3s2)C1 (stereo unspecified)	i	-11	-36	i	i	i	6	i	i	i	i
CCc1ccccc1NC(=O)CCNS(=O)(=O)c1cc(Br)cnc1N	i	-7	-9	i	i	i	-5	i	i	i	i
COc1c(C)cc(C(=O)C2CCCN(Cc3ccc(Oc4ncccn4)cc3)C2)cc1C (stereo unspecified)	i	-6	-4	i	i	i	-2	i	i	i	i
O=C(CNS(=O)(=O)c1ccc(Br)s1)N1CCN(c2ccc(F)cc2)CC1	i	-6	-3	i	i	i	-3	i	i	i	i
Cc1ccc2nc(-c3cccc(S(=O)(=O)N4CC(C)OC(C)C4)c3)cn2c1 (stereo unspecified)	i	-10	-4	i	i	i	-3	i	i	i	i
CCOC(=O)c1cnc2cc(F)c(F)cc2c1N1CCOCC1	i	-1	4	i	i	i	0	i	i	i	i
